KCC2 mod = KCC2 (human) Cl- transport modulation; 2.2% of 190,000 active; B-score of Tl+ flux slope (higher = more flux/activation; lower = inhibition) at 10 µM; KCC2 cells, thallium flux FluoZin-2 fluorescence; Q9H2X9;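 active = thallium flux slope and its plate-corrected score both differing from the plate sample mean at a set confidence after two filtering rounds, in either direction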;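 also: slope of fluorescence scaled to starting intensity during 10 to 20 s after thallium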
EBV gp42 block = EBV gp42 inhibition; Q1HVG2; Fluorescence polarization binding assay, mP read-out; inhibition, % (tested at 21.74 µM); 0.42% of 220,000 active; in the data active = inhibition above about 50%
Target sequence (Q1HVG2 whole entry, looked up): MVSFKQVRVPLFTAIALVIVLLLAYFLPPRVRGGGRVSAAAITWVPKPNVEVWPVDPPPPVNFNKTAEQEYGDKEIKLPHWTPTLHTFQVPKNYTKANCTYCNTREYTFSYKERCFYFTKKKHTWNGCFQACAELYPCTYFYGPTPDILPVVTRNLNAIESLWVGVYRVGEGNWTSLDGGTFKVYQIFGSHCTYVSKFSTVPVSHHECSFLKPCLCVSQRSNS
m-calpain inh = calpain II (pig) inhibition; purified calpain II, fluorogenic peptide substrate, 30 min; 0.37% of 220,000 active; AID 1236; inhibition, % at 16 µM;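 active = inhibition above about 50%, limit read from the data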
TRPN1 ag = agonists of zebrafish TRPN1 channel; HEK293 zebrafish TRPN1-YFP, Fluo-8 calcium fluorescence; 100% = response to 87 µM carbachol; activation, % at 3 µM; 0.18% of 220,000 active;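 active = activation above its plate's cutoff, the mean activation of test wells on that plate plus 3 SD, cut at about 19% in these data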;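 also: 0% = DMSO alone and 100% = 87 µM carbachol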
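Material – zebrafish TRPN1-YFP in HEK293 cells · Doses – 3 µM single point · Schedule – dye 1 h 37 °C plus 30 min RT · Signal – Fluo-8 calcium fluorescence, excitation 470-495 nm, emission 515-575 nm · Read-out – % activation versus carbachol response · Control set – carbachol high, DMSO low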
Thrombin inh = thrombin (human) inhibition; P00734; alpha-thrombin, Boc-VPR-AMC fluorogenic substrate cleavage; inhibition, % at 5 µM; 0.26% of 220,000 active; AID 1046;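 active = inhibition at or above 40%; inactive = inhibition below 40%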;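 also: 0% = enzyme with no compound and 100% = wells without enzyme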
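Material: human alpha-thrombin protein. Incubation: reaction at ambient temperature. Technique: fluorescence of released AMC, ex 355 nm, em 460 nm. Control set: no-compound enzyme wells and no-enzyme blanks. Also added: Boc-VPR-AMC substrate, 15 µM final. Buffer or medium: pH 7.5 Tris (50 mM) with NaCl 150 mM, Tween 20 0.05%.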
TbHK1 inh = T. brucei hexokinase 1 inhibition. recombinant TbHK1, G6PDH-coupled NADH A340. inhibition, % at 10 µM. 0.11% of 220,000 active. AID 1430;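 active = inhibition of 50% or more in the single-dose primary screen; inactive = inhibition below 50%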
PPC-1+TRAIL kill = kills PPC-1 cancer cells in the presence of TRAIL. AID 1443. PPC-1 cells + TRAIL, ATPLite viability luminescence. 0.41% of 220,000 active. cell killing (% activity), % at 4 µM;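 active = cell killing above 50% in the first pass at 4 µM, then a duplicate retest at 5 µM averaging 50% or more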;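 also: plate controls were cells with TRAIL plus DMSO for no effect and medium-only wells lacking cells for full effect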
TRPML3 ag = human mucolipin-3 channel agonism; HEK293 TRPML3-YFP, Fluo-8 calcium fluorescence; 100% = the carbachol control signal; 0.29% of 220,000 active; Q8TDD5; activation, % at 3 µM; AID 1448;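 active = activation above its plate's cutoff, the mean activation of the plate's test wells plus 3 SD, cut at about 12% in these data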;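 also: 0% = DMSO only wells and 100% = carbachol wells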
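Test system – HEK293 line with stable expression of human TRPML3-YFP channel · Control set – carbachol 87 µM final as high control (100%), DMSO as low control (0%) · Signal – Fluo-8 calcium dye fluorescence, ex 470-495, em 515-575 nm · Incubation – 1-h 37 °C dye load, 5-s basal, 120-s post-compound reads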
Furin inh = inhibitors of human furin | purified furin, fluorogenic substrate cleavage | AID 463115 | inhibition, % at 30 µM | 0.061% of 220,000 active; in the data active = inhibition above about 25%; also: inactives centre near -15
Target sequence (P09958 108-714 limits assumed): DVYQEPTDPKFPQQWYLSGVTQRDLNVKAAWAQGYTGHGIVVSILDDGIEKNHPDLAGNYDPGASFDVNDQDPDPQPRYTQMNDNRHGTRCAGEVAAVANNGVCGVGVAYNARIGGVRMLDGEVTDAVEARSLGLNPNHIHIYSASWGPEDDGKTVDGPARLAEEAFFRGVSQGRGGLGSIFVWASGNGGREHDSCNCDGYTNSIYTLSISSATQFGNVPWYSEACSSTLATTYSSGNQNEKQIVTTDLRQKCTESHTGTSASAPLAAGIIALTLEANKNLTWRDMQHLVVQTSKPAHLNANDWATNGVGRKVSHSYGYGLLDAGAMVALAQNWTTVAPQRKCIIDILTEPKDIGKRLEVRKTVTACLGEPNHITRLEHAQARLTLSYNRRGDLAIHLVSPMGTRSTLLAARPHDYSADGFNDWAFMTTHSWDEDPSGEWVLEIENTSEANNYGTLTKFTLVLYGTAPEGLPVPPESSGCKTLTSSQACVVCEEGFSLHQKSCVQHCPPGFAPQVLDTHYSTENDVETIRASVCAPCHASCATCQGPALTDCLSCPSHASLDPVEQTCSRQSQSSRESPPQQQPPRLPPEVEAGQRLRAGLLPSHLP
An asterisk follows results filed as active; i = inactive; . = no result given; [ ] = dose if it differs, or a comment.

SMILES	KCC2 mod	EBV gp42 block	m-calpain inh	TRPN1 ag	Thrombin inh	TbHK1 inh	PPC-1+TRAIL kill	TRPML3 ag	Furin inh
Cc1ccc(NC(=O)CN2CCN(CCN=CC3=C(O)CC(C)(C)CC3=O)CC2)cc1	-0.082	8	23	0.7	-3	0	38	0.7	0[20 µM]
Cc1nc2c(-c3ccc(F)cc3)c(C)nn2c(C)c1CCC(=O)N1CCN(c2ccccn2)CC1	-0.7	-12	-22	-0.8	-2	-28	-1	0.0	-18
CC1OC(OC2C(OC3C(O[C@H]4CC[C@]5(C)C6C=C[C@]78OC[C@@]9(CC[C@@H](C)[C@H](C)C97)[C@H](O)C[C@@]8(C)[C@]6(C)CC[C@H]5C4(C)C)OC(C)C(O)C3O)OC(CO)C(O)C2O)C(O)C(O)C1O (stereo partly drawn)	28*	3	-29	.	-4	-25	6	.	-25
O=C(Nc1ccn(-c2ccccc2)n1)c1ccc(S(=O)(=O)N2CCCCCC2)cc1	.	-2	-10	3.4	-9	-16	-5	53*	-14
C/C(=C\C=C\c1ccccc1)C(=O)c1c(C)cc(C)[nH]c1=O	0.03	4	42	-0.1	6	-51	6	0.4	5
CCn1c(Cc2ccccc2)nnc1SCC(=O)Nc1ccc2c(c1)OCCO2	.	-30	4	-0.8	-4	-4	16	-0.2	-21[20 µM]
CC(=O)c1cnc2c(C(=O)O)cnn2c1C	-1	-8	-2	0.6	2	-5	14	0.2	-15[20 µM]
CCN(CC)S(=O)(=O)c1ccc(N2CCOCC2)c(NS(=O)(=O)c2cc(C(C)(C)C)ccc2C)c1	-0.28	10	2	-2.7	-4	34	4	8.2	-9
CC(C)(C)N1CC2([N+](=O)[O-])CN(C(C)(C)C)CC([N+](=O)[O-])(C1)C2	-0.066	-17	-21	0.4	0	11	31	1.1	-8[20 µM]
CCCC[C@@H]1CN=C(N)N1CCc1cc(C(F)(F)F)cc(C(F)(F)F)c1	0.49	-11	-18	.	-6	15	8	.	-31
Cc1cc(-c2cc(C(=O)NC3CCCC3)on2)nc(NCC2CC2)n1	-0.29	-12	4	.	6	-9	17	.	-19
CCn1cc(C2=NCCO2)c2ccccc21	-0.0027	-6	13	0.1	-4	-8	9	0.2	-31
COc1ccc(C(C(=O)Nc2ccc(C(C)C)cc2)N(C)C(=O)CNC(C)=O)cc1 (stereo not drawn)	0.005	-16	-26	-0.3	-2	-9	-11	0.6	-22[20 µM]
CCCOc1cccc(C2/C(=C(/O)c3ccc(OC)cc3)C(=O)C(=O)N2CCN(C)C)c1 (stereo not drawn)	.	-3	-5	-0.2	-2	-31	13	0.6	-10
COc1ccc(C(=O)NCC(=O)Nc2ccccc2)cc1OC	1.5	9	-5	0.4	0	2	14	1.2	-12[20 µM]
COc1ccc(N(C2CSC2)S(=O)(=O)c2ccccc2)cc1	0.028	-6	-11	-1.3	4	5	13	0.1	-14[20 µM]
CCOc1cc(CNc2ccc(N3CCCCC3)cc2)cc(Br)c1OCC(=O)NC(C)(C)C	0.53	-26	8	-0.8	1	-6	7	-0.9	-15
CC1CC(C)(C)NC(=S)N1CCCC(=O)N1CCN(c2ccc(F)cc2)CC1 (stereo not drawn)	-0.47	-25	-2	-0.7	-2	28	13	0.3	-15
CCOC(=O)C1(Cc2ccc(Cl)cc2)CCN(C(=O)CCc2ccncc2)CC1	-0.083	-16	3	-0.2	-1	-7	20	0.4	-11
Cc1ccc(-c2cc(Cc3ccccn3)c(=O)[nH]n2)cc1	-1.8	11	-8	-0.1	-1	1	22	-0.2	-19
O=C(NCCN1CCOCC1)c1cnn2c(-c3ccccc3)cc(-c3ccccc3)nc12	-0.38	-5	-410	-0.3	3	-18	-6	-0.3	-24
Cc1ccc2c(c1)N(CCC(=O)NCc1ccc3c(c1)OCO3)C(=O)CO2	0.32	0	-13	0.0	-5	0	15	0.3	-8
Cc1ccc(N/N=C(\C#N)C(=N)N2CCOCC2)cc1	0.64	-10	-10	1.2	2	8	17	0.9	7
Cc1ccccc1N1CCN(C(=S)c2ccccc2)CC1	-0.039	0	32	-1.9	-12	36	17	0.2	4
COc1ccc(-c2cc(C(F)(F)F)nc(-n3cc(Br)cn3)n2)cc1	.	-6	-113	-0.1	-2	-32	5	0.7	-17[20 µM]
COC(=O)c1sc2nc(C)nc(SCC(=O)N3CCC(C(=O)O)CC3)c2c1C	0.45	-16	-38	0.7	-10	-2	-3	1.5	-23
CCc1ccc(N2NC(=O)/C(=C/C=C/c3ccco3)C2=O)cc1	-0.5	-7	20	-0.3	-4	-12	-3	0.4	1
CC(NC(=O)Cc1cccs1)C(c1cccs1)N1CCOCC1 (stereo not drawn)	0.6	-10	-35	0.4	3	5	9	-0.4	-17[20 µM]
CN=C(C)/C(C(=O)OC)=C(/O)c1ccccc1F	1.1	-14	-1	0.6	1	-21	8	0.8	-25
COC(OC)C(C)NC(=O)NC(=O)c1ccccc1Cl (stereo not drawn)	1.5	-14	-2	1.4	4	-4	5	0.9	-12
CC1CN(c2ccc([N+](=O)[O-])nc2)CC(C)O1 (stereo not drawn)	0.69	-14	-4	-2.3	-8	-11	17	0.2	-15
O=C1NC(=S)N/C1=C/C=C/c1ccccc1	-0.81	-6	-14	-2.2	-28	-15	7	0.1	10
O=c1c2ccccc2nnn1Cc1nnc(-c2ccccc2Br)o1	0.015	-15	-10	-0.1	3	-1	11	-0.2	-17
CCCCn1c(=O)[nH]c(=O)c2c1nc(-c1ccc(C#N)cc1)n2C1CCCC1	-1.1	-9	i	0.3	0	-5	-4	0.3	-35
c1ccc2nc3ccccc3nc2c1	0.99	-14	-8	0.8	2	-5	1	0.7	-9
CCN(CC)CCN1C(=O)C(=O)/C(=C(/O)c2ccncc2)C1c1ccccc1 (stereo not drawn)	.	6	25	-0.9	2	-32	12	0.4	-9
COC(=O)C1=CN(CCCN2CCCC2=O)C=C(C(=O)OC)C1c1ccccc1C(F)(F)F	-0.55	-14	i	0.6	-10	-2	6	0.1	-95
Cc1nc(C(=O)N/N=C/c2[nH]ncc2Br)cs1	-1.9	-15	-8	3.5	-4	0	0	1.5	-6
CC1(C)Cc2c(cnn2-c2ccccc2)-c2c1c1ccccc1n2CC(O)CBr (stereo not drawn)	2	-11	-91	1.0	-7	-14	10	-0.1	-11[20 µM]
COc1cc(OC)c(/C=N/NC(=O)c2ccncc2)cc1Br	0.072	-1	-10	0.4	5	-28	.	1.1	-7
O=C(/C=C/c1ccc(F)cc1)NNC(=O)CCN1CCN(Cc2ccccc2)CC1	-1.3	-11	19	-0.1	-8	-5	-10	0.4	-19
O=C(O)CCS(=O)(=O)c1ccccc1Cl	-0.59	-15	-17	1.1	0	3	12	1.1	-30
CCN(C(=O)CSc1nc2cc(Cl)ccc2c(=O)n1Cc1ccco1)C1CCS(=O)(=O)C1 (stereo not drawn)	-0.96	0	-6	-1.2	-9	-8	4	0.8	-15
COc1ccc(C2C=C(c3ccccc3)Nc3nc(NC(C)=O)nn32)cc1 (stereo not drawn)	0.9	58*	i	0.0	8	-24	25	0.9	-29[20 µM]
CN(Cc1ccccc1)C(=O)c1nc2ccccn2c1CN1CCC(N2CCOCC2)CC1	0.43	0	0	1.0	7	-9	-6	0.4	-11
COc1cccc(/C=N/n2c(-c3ccco3)nc3ccccc3c2=O)c1OC	0.2	-5	17	2.4	2	3	22	-0.1	-4
CCCNC(=O)c1noc2c1CCc1ccccc1-2	-0.76	-8	10	1.0	2	-5	.	-0.1	-22
CC(=O)NS(=O)(=O)c1ccc(NC(=O)c2ccc(Cl)cc2[N+](=O)[O-])cc1	0.32	-3	-44	-0.3	1	-5	33	0.7	-20
CCOC(=O)c1c(C)[nH]c(C(=O)CN2C(=O)NC(C)(CC(C)C)C2=O)c1C (stereo not drawn)	0.67	-22	-10	3.7	-9	3	14	0.7	-22
CCOc1cc(C(=O)N2CCOCC2)ccc1OCc1ccccc1	-1.7	-7	-8	-1.3	-2	-3	26	-0.3	-1[20 µM]

Sorted by count of non-hydrogen atoms (ascending): some entries from above.
SMILES	KCC2 mod	EBV gp42 block	m-calpain inh	TRPN1 ag	Thrombin inh	TbHK1 inh	PPC-1+TRAIL kill	TRPML3 ag	Furin inh
CCCNC(=O)c1noc2c1CCc1ccccc1-2	-0.76	-8	10	1.0	2	-5	.	-0.1	-22
CCOC(=O)c1c(C)[nH]c(C(=O)CN2C(=O)NC(C)(CC(C)C)C2=O)c1C (stereo not drawn)	0.67	-22	-10	3.7	-9	3	14	0.7	-22
COc1cccc(/C=N/n2c(-c3ccco3)nc3ccccc3c2=O)c1OC	0.2	-5	17	2.4	2	3	22	-0.1	-4

Structures from the list above with fluorine, in the order listed:
SMILES	KCC2 mod	EBV gp42 block	m-calpain inh	TRPN1 ag	Thrombin inh	TbHK1 inh	PPC-1+TRAIL kill	TRPML3 ag	Furin inh
Cc1nc2c(-c3ccc(F)cc3)c(C)nn2c(C)c1CCC(=O)N1CCN(c2ccccn2)CC1	-0.7	-12	-22	-0.8	-2	-28	-1	0.0	-18
CCCC[C@@H]1CN=C(N)N1CCc1cc(C(F)(F)F)cc(C(F)(F)F)c1	0.49	-11	-18	.	-6	15	8	.	-31
CC1CC(C)(C)NC(=S)N1CCCC(=O)N1CCN(c2ccc(F)cc2)CC1 (stereo not drawn)	-0.47	-25	-2	-0.7	-2	28	13	0.3	-15
COc1ccc(-c2cc(C(F)(F)F)nc(-n3cc(Br)cn3)n2)cc1	.	-6	-113	-0.1	-2	-32	5	0.7	-17[20 µM]
CN=C(C)/C(C(=O)OC)=C(/O)c1ccccc1F	1.1	-14	-1	0.6	1	-21	8	0.8	-25
COC(=O)C1=CN(CCCN2CCCC2=O)C=C(C(=O)OC)C1c1ccccc1C(F)(F)F	-0.55	-14	i	0.6	-10	-2	6	0.1	-95
O=C(/C=C/c1ccc(F)cc1)NNC(=O)CCN1CCN(Cc2ccccc2)CC1	-1.3	-11	19	-0.1	-8	-5	-10	0.4	-19

Compound activity deposited in PubChem by several laboratories.
